High-throughput results deposited in PubChem BioAssay by National Center for Advancing Translational Sciences (NCATS).
Tau fluor counter: Counterscreen qHTS for Inhibitors of Tau Fibril Formation, Fluorescence Polarization; 280,000 compounds, 0.93% hits; Potency, µM (top dose mostly 57.7 µM), for inactives: at the highest dose activity change, negative = decrease; AID 1463, 2008; tau K18 P301L Alexa594 fluorescence, heparin fibrillization; further: on the % scale 0 is the no-effect control and ±100 the full control effect; nearly all actives have a fitted effect of over 55% in size
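Human K18 P301L tau (15 uM unlabeled plus 0.24 uM Alexa 594-labeled, final) in 100 mM sodium acetate pH 7 was mixed with compound and 20 uM heparin and incubated 6 hr at 37 C.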
RECQ1 helicase: qHTS Assay for Inhibitors of RecQ-Like Dna Helicase 1 (RECQ1) | ATP-dependent DNA helicase Q1 (Homo sapiens), P46063 | RECQ1 DNA unwinding, red fluorescence kinetic read | Potency, µM (top dose mostly 57.3 µM), inactives show at the top dose activity, negative = inhibition, actives largely listed as inhibitors | 240,000 compounds, 0.54% hits;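 further: plate controls were vehicle for no effect and no enzyme for full effect; nearly all actives have a fitted effect of over 30% in size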
Target sequence (P46063 whole entry, looked up): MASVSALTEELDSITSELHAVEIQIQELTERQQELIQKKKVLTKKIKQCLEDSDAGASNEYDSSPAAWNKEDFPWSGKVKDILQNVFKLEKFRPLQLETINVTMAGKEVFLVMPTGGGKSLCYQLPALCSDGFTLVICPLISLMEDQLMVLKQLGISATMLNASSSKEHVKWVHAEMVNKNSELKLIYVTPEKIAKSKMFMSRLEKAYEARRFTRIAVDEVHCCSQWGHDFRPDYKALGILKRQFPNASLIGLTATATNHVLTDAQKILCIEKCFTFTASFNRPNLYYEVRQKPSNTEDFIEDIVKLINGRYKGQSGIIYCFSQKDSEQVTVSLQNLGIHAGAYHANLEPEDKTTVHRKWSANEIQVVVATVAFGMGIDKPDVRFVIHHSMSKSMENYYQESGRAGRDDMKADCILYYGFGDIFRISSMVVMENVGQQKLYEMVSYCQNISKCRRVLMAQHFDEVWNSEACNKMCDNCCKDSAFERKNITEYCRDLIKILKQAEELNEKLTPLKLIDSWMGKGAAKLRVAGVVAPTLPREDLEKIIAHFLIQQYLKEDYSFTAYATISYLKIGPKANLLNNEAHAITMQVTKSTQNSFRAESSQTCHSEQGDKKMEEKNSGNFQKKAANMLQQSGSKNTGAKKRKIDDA
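RECQ1T1 50 nM; forked duplex (20 bp + 30-nt ss tails) 200 nM, ATP 2 mM final; pH 8.0, 2 mM MgCl2, 2.5 ug/ml poly(dI-dC); 15 min compound preincubation; discontinuous kinetic read over 2 h at RT.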
TRb SRC2 PPI: qHTS for Inhibitors of the Interaction of Thyroid Hormone Receptor and Steroid Receptor Coregulator 2; Thyroid hormone receptor beta (Homo sapiens), P10828; TRbeta-SRC2 peptide binding, fluorescence polarization; receptor liganded with 1 µM T3; Potency, µM (doses to about 106 µM), inactives show top-dose activity change, negative = inhibition, actives largely listed as inhibitors; 280,000 compounds, 0.065% hits;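 further: plate controls were bound peptide for no effect and peptide without receptor for full effect; nearly all actives have a fitted effect of over 50% in size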
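Fluorescence polarization of 20 nM Texas Red SRC2 peptide with 0.6 uM human TRb ligand-binding domain, in Tris buffer with 1uM T3 and 5% DMSO. Incubated 5 hr ambient; normalized to unbound and bound controls.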
L3MBTL1 block: qHTS Assay for the Inhibitors of L3MBTL1; Lethal(3)malignant brain tumor-like protein 1 (Homo sapiens), Q9Y468; AlphaScreen L3MBTL1–H3K9me1 peptide binding; Potency, µM (doses to about 57.1 µM), for the others: top-dose activity, negative = inhibition, actives largely listed as inhibitors; 230,000 compounds, 0.66% hits; AID 485360, 2010; further: on the % scale 0 is the no-effect control and ±100 the full control effect; nearly all actives have a fitted effect of over 60% in size
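L3MBTL1 (50 nM) pre-complexed 30 min with biotinylated H3(1-15)K9me1 peptide (75 nM), then compounds added for 30 min at room temperature; AlphaScreen streptavidin donor/nickel chelate acceptor beads (10 ug/mL final) read after 30 min dark incubation.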
Tau fibril ThT: qHTS for Inhibitors of Tau Fibril Formation, Thioflavin T Binding; Microtubule-associated protein tau (Homo sapiens), P10636; recombinant tau K18 P301L, heparin-induced fibrillization, ThT fluorescence; Potency, µM (top dose mostly 57.4 µM), for inactives: at the top dose activity, negative = inhibition, hits mostly inhibitors; 270,000 compounds, 2.1% hits; AID 1460, 2008; further: on the % scale 0 is the no-effect control and ±100 the full control effect; nearly all actives have a fitted effect of over 55% in size
Target sequence (P10636 561-689 P618L limits assumed): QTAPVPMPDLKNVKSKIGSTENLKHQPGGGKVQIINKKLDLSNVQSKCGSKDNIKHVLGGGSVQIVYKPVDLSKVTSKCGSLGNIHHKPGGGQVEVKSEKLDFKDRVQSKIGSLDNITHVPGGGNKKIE
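Fibril formation assay: tau K18 P301L at 15 uM with trace Alexa 594 label, heparin inducer 20 uM, pH 7 sodium acetate buffer, 37 C for 6 hr; endpoint ThT signal.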
Tau FP inhib: qHTS for Inhibitors of Tau Fibril Formation, Fluorescence Polarization. Potency, µM (series often up to 57.7 µM), for inactives: at the top dose activity, negative = inhibition, most hits filed as inhibitors. K18 P301L tau heparin fibrillization, Alexa594 FP, 6 h. 280,000 compounds, 0.39% hits. Microtubule-associated protein tau (Homo sapiens), P10636; further: on the % scale 0 is the no-effect control and ±100 the full control effect; nearly all actives have a fitted effect of over 55% in size
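Compound effects on tau fibrillization are measured by Alexa 594 fluorescence polarization (ex 555, em 632 nm). K18 P301L tau is used at 15 uM with 0.24 uM labeled tracer, and 20 uM heparin induces aggregation over 6 hr at 37 C.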
HTT ATP protect: qHTS Multiplex Assay to Identify Dual Action Probes in a Cell Model of Huntington: Cytoprotection (ATP); PC12 HTT-Q103 induced, cytoprotection, ATP luminescence, 40 h; Potency, µM (highest dose often 56.4 µM), for the others: cytoprotection (ATP increase), hits mostly activators; 230,000 compounds, 0.14% hits; AID 1471, 2008;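 further: % of control where 0% means no effect; nearly all actives have a fitted effect of over 45% in size; toxic huntingtin expression switched on by the ecdysone agonist tebufenozide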
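Compounds added alongside 100 nM tebufenozide, which induces toxic Q103 huntingtin exon 1-GFP in stable PC12 cells; surviving cells quantified by luminescent ATP measurement. Medium: phenol red-free DMEM, 5% equine and 5% calf serum.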
TexasRed fluor: Total Fluorescence Counterscreen for Inhibitors of the Interaction of Thyroid Hormone Receptor and Steroid Receptor Coregulator 2; TRb/SRC2 Texas Red total fluorescence interference; Potency, µM (highest dose often 106 µM), inactives show top-dose fluorescence change, negative = quenching; 280,000 compounds, 0.29% hits; AID 1479, 2009; active means well fitted curve in either direction with a large enough effect; inconclusive means small, poorly fitted or top-dose-only effect; further: on the % scale 0 is the no-effect control and ±100 the full control effect
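Human TRb ligand-binding domain at 0.6 uM with 20 nM Texas Red SRC2 peptide in Tris buffer containing 1 uM T3 and 5% DMSO, incubated with compound 5 h at ambient temperature. Total fluorescence (555/632 nm) calculated as parallel + 2 × perpendicular.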
The depositor's hits bear a star; i = inactive; u = inconclusive; x = no result given; & = joins results of further samples; [ ] = dose if it differs, or a comment. Unless noted, the call rests on the fitted dose curve; in most records, active means well fitted curve in the direction sought with a large enough effect; inconclusive means small, poorly fitted or top-dose-only effect, or another doubt; inactive means no such curve, though single readings can be large; an effect the other way counts as inactive or inconclusive. Potency means the concentration at half of the fitted maximal effect. This is a subset; the hit share may differ from the screen's.

SMILES	Tau fluor counter	RECQ1 helicase	TRb SRC2 PPI	L3MBTL1 block	Tau fibril ThT	Tau FP inhib	HTT ATP protect	TexasRed fluor
COC(=O)[C@@H](NC(=O)O[C@@H]1C(=O)c2ccc(OC)cc2O[C@H]1c1cccc(C(F)(F)F)c1)C(C)C	-22%&-20%	1%&-6%	5%&-5%	-4%	-17%&-19%	6%&-10%	u	0%&-7%
Cc1n[nH]c(C)c1S(=O)(=O)N1CCCC(C(=O)NCc2cccs2)C1 (configuration not stated)	-9%	-8%	-2%	x	-15%	3%	-1%	-1%
CCOC(=O)C1CCCN(C(=O)C2CCN(c3nnc(-n4cccc4)s3)CC2)C1 (configuration not stated)	-3%	-11%	4%	-2%	-13%	4%	-4%	-2%
Cc1ccc(S(=O)(=O)N(CC(=O)N2CCCCCC2)c2ccccc2)cc1	-5%	-10%	1%	x	-3%	-4%	0%	-6%
COc1ccccc1C1=NOC(Cn2c(NCCCO)nc3c2c(=O)n(C)c(=O)n3C)C1 (configuration not stated)	0%	8%	4%	-2%	5%	0%	4%[10 µM]	-4%
CCN(C(=O)CCc1nc(-c2ccc(C)cc2)no1)c1cc(C)ccc1C	-14%	x	7%	x	u	-5%	x	1%
O=C(NCCC1=CCCCC1)c1ccc2c(c1)N(Cc1ccccc1)C(=O)c1ccccc1S2=O (configuration not stated)	-25%	x	-4%	x	-11%	-16%	x	u
O=C1c2ccccc2NC(c2c(Cl)cccc2Cl)N1Cc1ccccc1 (configuration not stated)	-21%	-3%	-5%	42%[activator]	3%	7%	-42%[inhibitor]	-7%
CC(=O)NC(=S)Nc1ccc(NC(=O)c2cccs2)cc1	-13%	-9%	1%	8%	u	4%	14%[10 µM]	3%
COc1cccc(NC(=O)c2sc(-n3nc(C)c(Cc4ccccc4Cl)c3C)nc2C)c1	-3%	x	-8%	x	0%	-3%	x	6%
CC(C)c1nc(SCC(=O)N2CCc3ccccc32)n[nH]1	-5%	-1%	-10%	x	-9%	-3%	-15%	-1%
Cc1ccc(CNc2oc(-c3ccco3)nc2S(=O)(=O)c2ccccc2)cc1	-16%	-15%	5%	-9%	-7%	1%	7%[1.9 µM]	2%

Looked up above.
Entry for O=C(NCCC1=CCCCC1)c1ccc2c(c1)N(Cc1ccccc1)C(=O)c1ccccc1S2=O (configuration not stated) under Tau FP inhib: -16%
Entry for COc1cccc(NC(=O)c2sc(-n3nc(C)c(Cc4ccccc4Cl)c3C)nc2C)c1 under TexasRed fluor: 6%

The list goes on.
SMILES	Tau fluor counter	RECQ1 helicase	TRb SRC2 PPI	L3MBTL1 block	Tau fibril ThT	Tau FP inhib	HTT ATP protect	TexasRed fluor
Oc1ccccc1-c1nc(/C=C/c2ccc(F)cc2)no1	-7%	x	-1%	x	-12%	1%	x	-8%
CN(CCOc1ccc(Br)cc1)CC(=O)Nc1cccc(S(=O)(=O)NC2=NCCC2)c1	-8%	-2%	1%	-5%	-7%	-1%	-26%	-7%
Cc1nc2ccc(S(=O)(=O)Nc3ccccc3C)cc2s1	-5%	-1%	-10%	-12%	0%	-7%	u	-2%
O=C(O)C1=CC(O)[C@@H](O)C(O)C1 (some centres not stated)	-4%	i	-3%	x	-3%	4%	x	-1%
COc1ccc(OC)c(/C=C2\SC(=S)N(N3CCOCC3)C2=O)c1	-13%	-7%	-7%	-24%	u	3%	5%[10 µM]	0%
O=c1nc(-c2ccccc2)cc(C(F)(F)F)[nH]1	2%	-4%	-3%	2%	-1%	-5%	15%	-4%
COc1ccc(C2=CC(c3cccc(C)c3)n3nnnc3N2)cc1 (configuration not stated)	-15%	x	-1%	x	u	0%	x	-1%
C/C(=N\Nc1ccc(C(F)(F)F)cn1)c1ccncc1	-17%	4%	1%	11%	-16%	9%	-51%[inhibitor]	-1%
CC1(C)CC(=O)C(C=NC(CCC(N)=O)C(=O)O)=C(O)C1 (configuration not stated)	9%	i	-20%	12%	-2%	-9%	-12%[10 µM]	-2%
O=C(COC(=O)c1cc(-c2ccccc2)nc2c(Cl)cccc12)c1ccc(F)cc1	-30%	x	-2%	x	-10%	u	x	-2%
Nc1cc(N)nc(SCc2cc([N+](=O)[O-])cc3c2OCOC3)n1	-27%	-3%	6%	-2%	u	9%	-2%[10 µM]	-2%
COc1ccc(CNCCSc2nnnn2C)c(OC)c1OC	-4%	-8%	1%	6%	1%	-2%	7%[10 µM]	-5%
CCOC(=O)C1CCN(C(=O)C2(NC(=O)Nc3ccccc3Cl)CCCCC2)CC1	-3%	-1%	-2%	x	-11%	u	31%[10 µM]	-5%
O=C(CS(=O)(=O)c1ccc(Cl)cc1)Nc1nc2ccc(Br)cc2s1	-23%	x	-7%	x	3%	u	x	0%
COc1ccc2sc(N(Cc3cccnc3)C(=O)c3ccc4c(c3)OCCO4)nc2c1	-17%	x	-6%	x	-6%	0%	x	-2%
CC(C)[C@H](CO)Nc1nc(Nc2cc(N)cc(Cl)c2)c2ncn(C(C)C)c2n1	u	-13%	-1%	x	u	u	-76%[inhibitor]	-4%
Cc1sc2nc(SCC(=O)NCc3cccs3)[nH]c(=O)c2c1C	-4%	i	1%	5%	-10%	-1%	1%[10 µM]	1%
COc1ccc(OC)c(CCNC(=O)c2ccc3[nH]c(C)c(C)c3c2)c1	u	x	-1%	x	u	17%	x	-2%
COc1ccccc1N(CC(=O)NC(C)(C)C)C(=O)C1CSC(=O)C1 (configuration not stated)	-3%	2%	13%	10%	-2%	-4%	-4%[1.9 µM]	0%
O=C(O)c1c(F)c(F)cc2ccccc12	6%	i	-16%	4%	4%	16%	18%[10 µM]	1%
Cc1nn2c(=O)cc(COC(=O)c3ccc(NC(=O)c4ccc(C(C)(C)C)cc4)cc3)nc2s1	-17%	x	-2%	x	-5%	-2%	x	-3%
Cc1cc(OCC(=O)NC2CCCCC2)ccc1Cl	-8%	5%	1%	5%	-7%	2%	-3%[10 µM]	1%
Cc1cc(C)n(-c2ccc(C(=O)Nc3ccc4c(c3)OCO4)cc2)n1	-27%	-3%	7%	x	u	3%	-64%[inhibitor]	1%
CCOc1ccc(N2CCCn3c2nc2c3c(=O)n(CCc3ccccc3)c(=O)n2C)cc1	-17%	i	5%	3%	u	11%	-4%[0.074 µM]	-5%
COc1ccc(S(=O)(=O)N2CCN(CC(=O)Nc3cccc(F)c3)CC2)cc1	-21%	7%	4%	-1%	-8%	-1%	-19%	-4%
CCOc1cc(CN2CCN(CCc3ccccc3)C(CCO)C2)ccc1OC (configuration not stated)	0%	i	-5%	-4%	-5%	3%	15%[10 µM]	-4%
CCCCC/C=C\C/C=C\C=C\[C@@H](O)C/C=C\CCCC(=O)O	-17%	-8%	-3%	x	-18%	2%	-25%	1%
O=C(NC1CCS(=O)(=O)C1)/C(=C\c1ccco1)NC(=O)c1ccccc1 (configuration not stated)	-1%	16%	2%	9%	-8%	-4%	-4%[10 µM]	0%
O=C(CCn1c(=O)sc2ccccc21)Nc1nc2ccccc2s1	-24%	-3%	-19%	4%	-16%	2%	-7%[10 µM]	-5%
CCn1cc(C(=O)N2CCN(c3ccccc3OC)CC2)c2cc(OC)c(OC)cc2c1=O	3%&-10%	-8%	4%&-2%	12%	4%&-6%	4%&-7%	-47%[inhibitor]	-1%&-2%
O=C(CCCCN1CCCCC1)c1ccc2c(c1)Cc1ccccc1-2	-7%	12%	-1%	u	-18%	0%	-29%	-2%
CCC(=O)N(CC(=O)Nc1sc(C)c(C)c1C(N)=O)C1CCCC1	-11%	6%	-3%	x	-5%	-1%	-9%	-4%
CSc1nnc(-c2cnccn2)n1Cc1ccccc1	0%	-1%	1%	-1%	-7%	-2%	1%[10 µM]	0%
O=C(CCN1C(=O)c2ccccc2S1(=O)=O)Nc1nc2c(s1)CCCC2	-10%	i	0%	-8%	-12%	-3%	-11%[0.074 µM]	-4%
CC(C)=CC(=O)OCc1cc([N+](=O)[O-])cc2c1OCOC2	-17%	i	-11%	4%	-9%	-2%	-16%	0%

Of the compounds above, 7 have fluorine.
SMILES	Tau fluor counter	RECQ1 helicase	TRb SRC2 PPI	L3MBTL1 block	Tau fibril ThT	Tau FP inhib	HTT ATP protect	TexasRed fluor
COC(=O)[C@@H](NC(=O)O[C@@H]1C(=O)c2ccc(OC)cc2O[C@H]1c1cccc(C(F)(F)F)c1)C(C)C	-22%&-20%	1%&-6%	5%&-5%	-4%	-17%&-19%	6%&-10%	u	0%&-7%
Oc1ccccc1-c1nc(/C=C/c2ccc(F)cc2)no1	-7%	x	-1%	x	-12%	1%	x	-8%
O=c1nc(-c2ccccc2)cc(C(F)(F)F)[nH]1	2%	-4%	-3%	2%	-1%	-5%	15%	-4%
C/C(=N\Nc1ccc(C(F)(F)F)cn1)c1ccncc1	-17%	4%	1%	11%	-16%	9%	-51%[inhibitor]	-1%
O=C(COC(=O)c1cc(-c2ccccc2)nc2c(Cl)cccc12)c1ccc(F)cc1	-30%	x	-2%	x	-10%	u	x	-2%
O=C(O)c1c(F)c(F)cc2ccccc12	6%	i	-16%	4%	4%	16%	18%[10 µM]	1%
COc1ccc(S(=O)(=O)N2CCN(CC(=O)Nc3cccc(F)c3)CC2)cc1	-21%	7%	4%	-1%	-8%	-1%	-19%	-4%
